Casp1 inh: blocks human caspase-1 allosterically or competitively | P29466 | Caspase-1 enzyme, Ac-WEHD-AFC fluorogenic rate | Potency, µM (doses to about 57.5 µM), for the others: at the top dose activity change, negative = inhibition, most hits filed as inhibitors | actives 0.03% (n = 75,000);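 further: potency means the concentration at half of the fitted maximal effect; plate controls were vehicle for no effect and no substrate for full effect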
Target sequence (P29466 120-297 limits assumed): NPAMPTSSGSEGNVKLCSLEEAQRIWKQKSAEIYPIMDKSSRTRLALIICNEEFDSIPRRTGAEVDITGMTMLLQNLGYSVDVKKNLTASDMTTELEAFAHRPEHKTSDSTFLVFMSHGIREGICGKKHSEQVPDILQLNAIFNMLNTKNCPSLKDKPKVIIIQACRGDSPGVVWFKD
Target sequence (P29466 317-404 limits assumed): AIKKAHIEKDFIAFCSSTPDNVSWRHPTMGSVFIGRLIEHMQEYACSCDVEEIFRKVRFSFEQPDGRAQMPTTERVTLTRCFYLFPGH
4-MU autofl: 4-MU region autofluorescence | compound autofluorescence, 340/450 nm, 4-MU equivalents; stronger effect = higher value | max dye-equivalent concentration, M | actives 11% (n = 59,000); in the data active means max dye-equivalent concentration above about 10 nM; inconclusive means mostly about 1.1 nM to 9.6 nM
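Intrinsic fluorescence at 340/450 nm (ex/em) was read after 15 min at room temperature in pH 8.0, 100 mM Tris. Each compound concentration expressed as 4-MU-equivalent concentration from a six-point 4-MU standard series on each plate.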
GFP derepression: epigenetic GFP locus derepression in mouse cells | mouse C127i GFP locus derepression, cytometry, 30 h | Potency, µM (titrated, usually from 46.1 µM), inactives show at the highest dose GFP derepression (activation) | actives 0.09% (n = 68,000) | AID 597; further: % of control where 0% means no effect
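Read-out is the number of GFP-positive cells, scored as fluorescent objects 20 to 120 um wide, reflecting derepression of a silenced CMV-GFP reporter in murine C127i cells after 30 h compound exposure at 37 C.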
BRCT PPI red: BRCT-phosphoprotein interaction inhibition (red fluorophore); P38398; BRCT-phosphopeptide binding, red fluorescence polarization; Potency, µM (series often up to 76.9 µM), without a hit: at the highest dose activity change, negative = inhibition, most hits filed as inhibitors; actives 0.03% (n = 75,000); further: on the % scale 0 is the no-effect control and ±100 the full control effect
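Rhodamine-labelled pBACH1 10-mer (100 nM) bound to BRCT domain (100 nM) at pH 7.3; compounds incubated 12 min room temperature, polarization read. Free peptide defines full inhibition; unlabelled decapeptide titrated as control.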
Casp7 inh: blocks human caspase-7 allosterically or competitively; P55210; recombinant caspase-7, Ac-DEVD-AFC fluorescence rate; Potency, µM (highest dose often 57.5 µM), for inactives: top-dose activity change, negative = inhibition, usual class: inhibitors; actives 0.02% (n = 75,000); AID 889; active means well fitted inhibition curve with a large enough effect in the main read-out, with a control signal flat, not every such curve was filed as active; inconclusive means small, poorly fitted or top-dose-only effect, or a change in a side signal; further: potency means the concentration at half of the fitted maximal effect; % of control where 0% means no effect
HEK293 cAMP cs: counter-screen for TSHR agonists: cAMP increase in parental HEK293 | Potency, µM (top dose mostly 57.1 µM), inactives show at the top dose activation, actives largely listed as activators | parental HEK293 CNG cAMP sensor, membrane potential fluorescence | actives 2.5% (n = 73,000); further: potency means the concentration at half of the fitted maximal effect; % of control where 0% means no effect; nearly all actives have a fitted effect of over 55% in size
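Parental HEK 293 cells stably expressing a modified CNG channel (no TSHR) report cAMP rise as membrane depolarization. Membrane potential dye with 100 uM RO 20-1724 was loaded for 60 min at room temperature, then compound added for 30 min; fluorescence read at 590 nm.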
USP2a inhib: USP2a (human) protease inhibition; USP2a enzymatic assay, qHTS inhibition; Potency, µM (doses to about 38.3 µM), for the others: at the highest dose activity change, negative = inhibition, actives largely listed as inhibitors; O75604; actives 0.1% (n = 60,000);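 further: potency means the concentration at half of the fitted maximal effect; nearly all actives have a fitted effect of over 60% in size; plate controls were DMSO for no effect and NEM full inhibition control for full effect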
Target sequence (O75604 whole entry, looked up): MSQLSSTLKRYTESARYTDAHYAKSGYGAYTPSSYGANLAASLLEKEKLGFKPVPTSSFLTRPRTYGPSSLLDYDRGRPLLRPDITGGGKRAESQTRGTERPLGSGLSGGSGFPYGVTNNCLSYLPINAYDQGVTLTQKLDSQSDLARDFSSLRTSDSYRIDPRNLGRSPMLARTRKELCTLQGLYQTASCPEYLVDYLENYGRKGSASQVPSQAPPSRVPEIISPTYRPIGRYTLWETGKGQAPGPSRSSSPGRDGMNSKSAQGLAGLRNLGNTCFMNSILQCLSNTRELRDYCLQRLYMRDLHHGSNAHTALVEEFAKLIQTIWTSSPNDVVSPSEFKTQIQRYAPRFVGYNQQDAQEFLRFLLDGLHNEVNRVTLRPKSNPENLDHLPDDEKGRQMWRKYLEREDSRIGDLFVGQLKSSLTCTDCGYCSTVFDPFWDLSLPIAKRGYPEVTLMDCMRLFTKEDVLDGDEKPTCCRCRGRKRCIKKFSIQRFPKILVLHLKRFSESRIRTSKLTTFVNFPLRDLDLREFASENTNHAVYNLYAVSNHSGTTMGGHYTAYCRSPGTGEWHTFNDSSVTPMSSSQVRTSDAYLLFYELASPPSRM
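USP2 core (20 nM final) was preincubated with compound for 30 min at RT in 20 mM Tris-HCl pH 8.0, 2 mM CaCl2, 2 mM beta-mercaptoethanol; Ub-PLA2 (20 nM) plus NBD C6-HPC (20 uM) then added, fluorescence read after 2.5 h.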
BRCT PPI green: blocks human BRCA1 BRCT binding to phosphopeptide, green readout. P38398. actives 0.05% (n = 75,000). AID 875. BRCA1 BRCT-phosphopeptide binding, green fluorescence polarization. Potency, µM (series often up to 76.9 µM), for inactives: at the highest dose activity change, negative = inhibition, usual class: inhibitors;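 further: potency means the concentration at half of the fitted maximal effect; plate controls were peptide without protein for full effect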
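Compounds were incubated for 12 min at room temperature with a complex of 100 nM fluorescein-tagged pBACH1 decapeptide and 250 nM His-tagged BRCT protein. Buffer was phosphate pH 7.3 with EDTA, DTT and Tween 20. Disruption of binding lowers the polarization signal.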
Fluorescein fluor: compound fluoresces in the fluorescein spectral region | max fluorescein-equivalent concentration, M | actives 0.91% (n = 59,000) | AID 593 | Compound autofluorescence, 480/540 nm, fluorescein-equivalent; stronger effect = higher value; in the data active means max fluorescein-equivalent concentration above about 10 nM; inconclusive means between about 1.1 nM and that limit
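Read-out is intrinsic compound fluorescence at 480/540 nm (excitation/emission), expressed as dye-equivalent concentration using a fluorescein standard series run on every plate. Compounds sat 15 min at room temperature in 100 mM Tris, pH 8.0.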
A350 fluor: compound fluoresces in the Alexa 350 spectral region; Compound autofluorescence, 340/450 nm, Alexa 350 dye-equivalents; stronger effect = higher value; max dye-equivalent concentration, M; actives 11% (n = 59,000); AID 590; in the data active means max dye-equivalent concentration above about 10 nM; inconclusive means mostly about 1.1 nM to 9.6 nM
Ub-GFP proteasome: ubiquitin-GFP accumulation via proteasome inhibition; Potency, µM (titrated, usually from 45.9 µM), inactives show at the highest dose activation (GFP accumulation), usual class: activators; AID 526; 67,000 tested, under 10 active; Ubiquitin-GFP reporter cells, proteasome inhibition, GFP fluorescence; response scale: untreated = 0%, 10 µM MG-132 = 100%; active means well fitted activation curve with a large enough effect, not every such curve was filed as active; inconclusive means small, poorly fitted or top-dose-only effect, or another doubt; inactive means no such curve, though single readings can be large or run the other way; further: potency means the concentration at half of the fitted maximal effect
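Reporter cells (U2OS, ubiquitin-G76V-GFP fusion) are plated overnight, then treated 4 hr at 37 °C with compound titrations from 46 uM down to 2.9 nM. Activity is scaled against untreated cells and 10 uM MG-132.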
* hit, by the source's call; i = inactive; u = inconclusive; x = no result given; [ ] = remark or other dose. Unless noted, the call rests on the fitted dose curve; in most records, active means well fitted curve in the direction sought with a large enough effect; inconclusive means small, poorly fitted or top-dose-only effect, or another doubt; inactive means no such curve, though single readings can be large; an effect the other way counts as inactive or inconclusive. Only part of the results is shown; the hit share may differ from the screen's.

SMILES | Casp1 inh | 4-MU autofl | GFP derepression | BRCT PPI red | Casp7 inh | HEK293 cAMP cs | USP2a inhib | BRCT PPI green | Fluorescein fluor | A350 fluor | Ub-GFP proteasome
Cc1noc(C)c1C(=O)N1CCC[C@@]2(CCN(Cc3ccccc3)C2)C1 | -0.4% | i | -0.2%[9.22 µM] | -1.2% | -1.4% | -4.3% | 10.1% | -3.9% | i | i | 1.3%
CC(C)c1ccc(NC(=O)c2cnn(-c3ccccc3)c2NC(=O)c2ccco2)cc1 | -3.9% | x | 0.0% | -2.3% | -11.2% | 26.8% | 32.3%[activator] | -1.3% | x | x | 7.9%
C[N+](C)(C)CCN(Cc1cccs1)c1ccccn1 | -1.9%[11.5 µM] | 1.6e-08M* | 5.7%[9.22 µM] | 0.9%[15.4 µM] | -0.6%[11.5 µM] | -10.2%[11.4 µM] | x | -1.7%[15.4 µM] | i | 1.85e-08M* | -1.2%[9.17 µM]
C[C@@]1(C(=O)O)CCC[C@@H]1C(=O)O | -2.5%[11.5 µM] | i | 0.0%[9.22 µM] | 0.1%[15.4 µM] | 1.1%[11.5 µM] | 4.0%[11.4 µM] | x | 0.3%[15.4 µM] | i | i | -6.8%[9.17 µM]
O=C(O[C@@H]1Cc2c(O)cc(O)cc2OC1c1ccc(O)c(O)c1)c1cc(O)c(O)c(O)c1 (stereo partly drawn) | -2.5% | x | x | 0.1% | -10.7% | x | u | 2.5% | x | x | x
O=C(NCc1ccccc1)NC1(C(=O)N2CCOCC2)CCCCC1 | 1.6% | i | 1.4% | 0.8% | u | 8.2% | -2.8% | -0.4% | u | u | -1.6%
CCCc1cc(C(=O)NCCc2ccccc2)no1 | -0.4% | x | -3.4% | -1.6% | 0.4% | 14.5% | x | -1.1% | x | x | 3.3%
CC(=O)NC1CC2CCCC(C1)N2S(=O)(=O)c1cccc(F)c1 (stereo not drawn) | 0.7% | i | -2.8% | -0.5% | 0.7% | 26.1% | 3.7% | -1.3% | i | i | -2.2%
Cc1cccc2cc(CN(CC3CCCO3)S(=O)(=O)c3ccccc3)c3nnnn3c12 (stereo not drawn) | -1.1% | i | 0.0% | -1.4% | 3.3% | 27.4% | -1.3% | -2.4% | i | i | 6.5%
COc1ccccc1N1CCN(C/C(C)=C/c2ccccc2)CC1 | -1.2% | x | -1.5% | 0.5% | -0.4% | 11.1%[11.4 µM] | -3.2%[7.66 µM] | -0.2% | x | x | -1.3%[9.17 µM]
O=C(COc1ccccc1Cl)N1CCN(c2ccc(F)cc2)CC1 | -2.3% | i | -4.8% | -0.7% | 1.0% | -2.5% | 7.5% | 0.4% | i | i | 13.3%
CCC(=O)Nc1ccc(C(=O)Nc2ccc3c(c2)OCO3)cc1 | -1.3% | i | 1.1% | -0.5% | 0.7% | -5.7% | 2.9% | -0.7% | i | i | -5.0%
CCOc1ccc(OCc2ccc(C(=O)Nc3ccc(Cl)cn3)o2)cc1 | u | u | 0.0% | 1.1% | -20.5% | u | 4.3% | 2.5% | i | u | -0.9%
CN(C)S(=O)(=O)c1ccc(S(=O)(=O)N(CC(=O)Nc2ccccc2)Cc2ccco2)cc1 | 3.3% | i | 0.0% | 0.5% | 5.2% | -7.0% | -5.2% | -3.0% | u | i | -3.4%
COc1ccc(NC(=O)C2=C(C)C(=O)OC23CCC(C)CC3)c(OC)c1 (stereo not drawn) | -0.9% | x | 0.0% | -0.7% | -0.8% | u | x | -0.2% | x | x | -8.8%
CN(CCC#N)C(=O)Cn1nc(Cc2ccncc2)c2ccccc2c1=O | 0.5% | x | x | -0.9% | -0.5% | 27.3% | x | -0.4% | x | x | -8.6%
O=C(COc1nnnc2ccccc12)N1CCCc2ccccc21 | 0.0% | i | 0.1% | 0.9% | 6.2% | 1.3% | 1.0% | -8.5% | u | i | -1.4%
O=C(O)c1cc2c(s1)CCCC2 | 0.2% | i | 1.1% | 2.2% | -0.4% | 12.4% | -4.9% | -1.7% | u | u | 0.4%
CC(Sc1nnc(C2CCCCC2)n1N)C(=O)NCc1ccc2c(c1)OCO2 (stereo not drawn) | 1.4% | i | 0.0% | -0.3% | -0.2% | 26.5% | 9.8% | -1.7% | i | i | -15.4%
COc1ccc(C2CC(c3c(Cl)cccc3Cl)n3nc(N)nc3N2)cc1 (stereo not drawn) | 0.3% | x | x | -0.6% | -0.8% | 13.2% | x | -3.4% | x | x | -8.6%
COc1ccc(OC)c2[nH]c(=O)c(CCNC(=O)c3ccc(S(=O)(=O)N(C)C)cc3)cc12 | 0.0% | i | u | 0.9% | 0.4% | -3.7% | 13.4% | 0.6% | i | i | -3.7%
COc1ccc(C(C)=O)cc1COC(=O)Cc1n[nH]c(=O)c2ccccc12 | -0.6% | i | 0.0% | 0.5% | -0.6% | -6.2% | 4.3% | 1.1% | u | i | -1.3%
COCCOC(=O)C1=C(C)NC(C)=C(C(=O)OC(C)C)[C@H]1c1cccc([N+](=O)[O-])c1 | 0.1%[25.7 µM] | i | 0.0%[20.6 µM] | 0.3%[34.4 µM] | -0.6%[25.7 µM] | -11.0%[25.6 µM] | 13.0%[17.1 µM] | -1.5%[34.4 µM] | u | i | 2.7%[20.5 µM]
COc1ccc(C)cc1NC(=O)c1cnc2scc(C)n2c1=O | -9.3% | x | x | -0.4% | -8.9% | 2.7% | x | -1.5% | x | x | -1.6%
COc1ccccc1OCCOCCn1cnc2ccccc2c1=O | -0.3% | i | 3.8% | 1.6% | -0.9% | 5.4% | 3.8% | -1.0% | i | u | 1.1%

Four of the compounds above, tab-delimited:
structure	Casp1 inh	4-MU autofl	GFP derepression	BRCT PPI red	Casp7 inh	HEK293 cAMP cs	USP2a inhib	BRCT PPI green	Fluorescein fluor	A350 fluor	Ub-GFP proteasome
O=C(O)c1cc2c(s1)CCCC2	0.2%	i	1.1%	2.2%	-0.4%	12.4%	-4.9%	-1.7%	u	u	0.4%
CC(Sc1nnc(C2CCCCC2)n1N)C(=O)NCc1ccc2c(c1)OCO2 (stereo not drawn)	1.4%	i	0.0%	-0.3%	-0.2%	26.5%	9.8%	-1.7%	i	i	-15.4%
COc1ccc(C2CC(c3c(Cl)cccc3Cl)n3nc(N)nc3N2)cc1 (stereo not drawn)	0.3%	x	x	-0.6%	-0.8%	13.2%	x	-3.4%	x	x	-8.6%
COc1ccc(OC)c2[nH]c(=O)c(CCNC(=O)c3ccc(S(=O)(=O)N(C)C)cc3)cc12	0.0%	i	u	0.9%	0.4%	-3.7%	13.4%	0.6%	i	i	-3.7%

Next section:
SMILES | Casp1 inh | 4-MU autofl | GFP derepression | BRCT PPI red | Casp7 inh | HEK293 cAMP cs | USP2a inhib | BRCT PPI green | Fluorescein fluor | A350 fluor | Ub-GFP proteasome
Cc1ccc(Cl)cc1N(CC(=O)N1CCCCCC1)S(C)(=O)=O | 1.5% | x | 0.0% | 0.0% | -1.3% | u | 4.9% | -0.8% | x | x | -0.9%
O=C(c1ccccc1)N1CCN(C(=O)N2CCOCC2)CC1 | 0.3% | x | -3.1% | -1.5% | 1.3% | -3.2%[11.4 µM] | -1.9%[7.66 µM] | -1.6% | x | x | -1.4%[9.17 µM]
COc1ccc(-c2nnc3ccc(SCC(=O)NCc4ccco4)nn23)cc1OC | 2.6% | i | -1.2% | -2.0% | -1.7% | -7.2% | 7.1% | 1.0% | i | i | 0.0%
CC(=O)N=C1SC2CS(=O)(=O)CC2N1c1ccccc1Cl (stereo not drawn) | 0.3% | i | 0.0% | 0.2% | -0.3% | 2.5% | -8.4% | -6.7% | u | i | 6.0%
CC(C)(C)c1[nH]nc2c1C(c1cccnc1)C(C#N)=C(N)O2 (stereo not drawn) | -3.3% | x | x | 1.8% | 1.1% | -2.3% | x | -1.0% | x | x | x
COCCn1c(=O)cnc2cnc(Nc3ccccc3)nc21 | -2.8% | i | 10.3%[9.22 µM] | 0.4% | -6.0% | 7.7% | 9.4% | -0.3% | i | i | 4.0%
CC1(c2ccccc2)NC(=O)N(CCOc2ccccc2)C1=O (stereo not drawn) | 3.6% | i | -0.1% | -2.3% | 4.2% | 21.8% | 5.5% | -1.4% | i | i | -1.0%
Cc1ccc(S(=O)(=O)Nc2ccccc2C=O)cc1 | 0.7%[11.5 µM] | i | 0.0%[9.22 µM] | 0.6%[15.4 µM] | -0.7%[11.5 µM] | -16.0%[11.4 µM] | x | -2.3%[15.4 µM] | u | i | -3.4%[9.17 µM]
O=C(NC1CCCCC1)c1nc2c(nnn2Cc2ccccc2Cl)c(=O)[nH]1 | -2.6% | i | -2.3% | 0.2% | 0.6% | u | x | 1.8% | i | i | -4.1%
Cc1cccn2cc(CCNS(=O)(=O)c3ccc4c(c3)OCCO4)nc12 | -3.6% | x | x | -0.7% | 1.6% | u | x | 1.1% | x | x | 17.4%
CCCN1Cc2cccc(C(=O)NC3CCCC3)c2C1=O | 0.5% | i | 0.0% | -0.1% | -0.9% | 10.8% | 12.7% | 1.3% | i | i | 13.0%
COC(=O)c1cc2ccsc2n1CC(=O)NCC1CCCO1 (stereo not drawn) | 0.4% | i | -2.0% | -0.6% | -1.1% | 15.6% | 5.1% | -2.0% | i | i | -0.4%
